# CRE Fsk mod – modulators of forskolin-stimulated CRE signaling in CHO cells; CHO CRE-bla reporter (cAMP response element driving beta-lactamase), forskolin EC10, beta-lactamase ratio; Potency, µM (highest dose often 38.2 µM), for the others: at the top dose activity change, negative = inhibition, most hits filed as activators; 71,000 tested, 2.5% active; AID 662; active = well fitted activation curve with a large enough effect in the signal ratio, with a control signal flat, not every such curve was filed as active; inconclusive = small, poorly fitted or top-dose-only effect, or effect the other way, or a change in a side signal; the % refers to the signal ratio; also: potency is read from the fitted curve at half-maximal effect; % of control where 0% means no effect
#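 Using CellSensor CRE-bla CHO cells in Opti-MEM with 0.5% dialyzed FBS, compounds were titrated with EC10 NKH 477 for 3 h at 37 °C. CCF4 ratio (460/530 nm) gave %Activity; AC50 derived.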
# 4-MU autofl – compound fluoresces in the 4-MU spectral region | compound autofluorescence, 340/450 nm, 4-MU equivalents; stronger effect = higher value | max dye-equivalent concentration, M | 59,000 tested, 11% active | AID 589; in the data active = max dye-equivalent concentration above about 10 nM; inconclusive = mostly about 1.1 nM to 9.6 nM
#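 Compounds in 100 mM Tris, pH 8.0, sat 15 min at room temperature before fluorescence was read at 340 nm excitation/450 nm emission; a per-plate six-point 4-MU standard curve converted signals to dye-equivalent concentration at each compound concentration.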
# A350 autofl – compound fluoresces in the Alexa 350 spectral region; Compound autofluorescence, 340/450 nm, Alexa 350 dye-equivalents; stronger effect = higher value; max dye-equivalent concentration, M; 59,000 tested, 11% active; AID 590; in the data active = max dye-equivalent concentration above about 10 nM; inconclusive = mostly about 1.1 nM to 9.6 nM
# Ub-GFP proteasome – inhibits proteasome, raising ubiquitin-GFP reporter fluorescence; Potency, µM (top dose mostly 45.9 µM), for inactives: top-dose activation (GFP accumulation), actives largely listed as activators; Ubiquitin-GFP reporter cells, proteasome inhibition, GFP fluorescence; response scale: untreated = 0%, 10 µM MG-132 = 100%; 67,000 tested, under 10 active; active = well fitted activation curve with a large enough effect, not every such curve was filed as active; inconclusive = small, poorly fitted or top-dose-only effect, or another doubt; inactive = no such curve, though single readings can be large or run the other way; also: potency is read from the fitted curve at half-maximal effect
#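 U2OS cells expressing ubiquitin(G76V)-GFP, seeded overnight in 0.5% FBS medium, then treated 4 hr at 37 C across 46 uM to 2.9 nM. GFP-positive cells counted by laser cytometry (488 ex/515 em); %activity scaled between basal and 10 uM MG-132.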
# Texas Red fluor – compound fluoresces in the Texas Red spectral region | Compound fluorescence, Texas Red channel, 547/618 nm; stronger effect = higher value | max dye-equivalent concentration, M | 59,000 tested, 0.06% active; in the data active = max dye-equivalent concentration above about 10 nM; inconclusive = between about 1.1 nM and that limit
#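 Compound fluorescence was read after 15 min at room temperature in 100 mM Tris, pH 8.0, using 547 nm excitation and 618 nm emission across a concentration series. It was expressed as Texas Red dye-equivalent concentration from an on-plate standard curve.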
# Hsp90 Hop PPI – changes Hsp90-Hop TPR2A binding signal, up or down; 71,000 tested, 0.44% active; AID 595; Potency, µM (doses to about 57 µM), for inactives: at the top dose activity change, negative = inhibition; AlphaScreen TPR2A-His6 binding biotin-Hsp90 C-terminal peptide; active = well fitted curve in either direction with a large enough effect; inconclusive = small, poorly fitted or top-dose-only effect, or another doubt; also: potency is read from the fitted curve at half-maximal effect; % is scaled to controls: 0 for no effect and ±100 for the full control effect; many of its hits are not listed in these tables
# GFP derepression – derepresses silenced GFP locus in mouse C127i cells; mouse C127i GFP locus derepression, cytometry, 30 h; Potency, µM (doses to about 46.1 µM), for inactives: at the highest dose GFP derepression (activation); 68,000 tested, 0.09% active; AID 597; also: % of control where 0% means no effect
#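 Derepression screen: silenced CMV-GFP reporter in murine C127i cells, 30 h compound incubation at 37 C, washed cells imaged by laser-scanning cytometer to enumerate GFP-expressing objects of 20 to 120 um.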
# HBB splicing – modulators of hemoglobin beta chain splicing; HBB splicing reporter cell assay, activation; EGFP reporter with mutant IVS2-654 intron; response scale: normalised to 500 nM splice-correcting PNA; Potency, µM (doses to about 46.1 µM), for inactives: at the highest dose activation, hits mostly activators; 65,000 tested, 0.06% active; AID 925; also: potency is read from the fitted curve at half-maximal effect; 0% is about no effect
#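 Compounds were applied for 2 days to HeLa EGFP-654 cells, 500/well in Optimem with 2% FCS. The reporter's EGFP is disrupted by mis-splicing of beta-globin intron IVS2-654. Readout: summed well GFP fluorescence from 488 nm laser scanning; reference was 500 nM antisense […] 654 PNA.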
# Fluorescein autfl – compound fluoresces in the fluorescein spectral region | Compound autofluorescence, 480/540 nm, fluorescein-equivalent; stronger effect = higher value | max fluorescein-equivalent concentration, M | 59,000 tested, 0.91% active | AID 593; in the data active = max fluorescein-equivalent concentration above about 10 nM; inconclusive = between about 1.1 nM and that limit
#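 Spectral profiling of library compounds in the fluorescein window (480 nm excitation, 540 nm emission) after 15 min at room temperature in pH 8.0 Tris (100 mM). Values are dye-equivalent concentrations.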
# Luciferase inh – firefly luciferase inhibition; 72,000 tested, 2.2% active; P08659; Potency, µM (top dose mostly 57.1 µM), inactives show at the highest dose activity change, negative = inhibition, hits mostly inhibitors; purified firefly luciferase, luminescence, 8 min; AID 411; also: potency is read from the fitted curve at half-maximal effect; % is scaled to controls: 0 for no effect and ±100 for the full control effect; nearly all actives have a fitted effect of over 40% in size
# Target sequence (P08659 whole entry, looked up): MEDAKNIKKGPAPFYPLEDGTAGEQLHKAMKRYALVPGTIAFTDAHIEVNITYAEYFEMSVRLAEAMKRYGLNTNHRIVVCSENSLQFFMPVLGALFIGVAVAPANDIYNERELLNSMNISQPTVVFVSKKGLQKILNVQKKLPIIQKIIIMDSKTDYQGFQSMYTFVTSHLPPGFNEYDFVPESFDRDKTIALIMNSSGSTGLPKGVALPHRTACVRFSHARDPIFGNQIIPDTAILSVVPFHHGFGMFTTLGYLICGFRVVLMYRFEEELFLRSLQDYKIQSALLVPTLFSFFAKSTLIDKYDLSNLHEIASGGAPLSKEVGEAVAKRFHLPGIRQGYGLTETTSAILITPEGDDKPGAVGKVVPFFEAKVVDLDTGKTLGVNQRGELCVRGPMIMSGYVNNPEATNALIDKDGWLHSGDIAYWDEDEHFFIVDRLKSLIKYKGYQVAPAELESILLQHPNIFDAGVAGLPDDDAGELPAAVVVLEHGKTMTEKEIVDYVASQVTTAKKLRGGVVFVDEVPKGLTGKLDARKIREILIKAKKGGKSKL
#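 Inhibition of light generation by firefly luciferase from ATP and luciferin was profiled with concentration-response curves per sample, ATP held at 10 uM within the enzyme's linear range. Plates were read by luminescence after an 8-minute ambient incubation.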
# ERK AVP block – inhibitors of vasopressin-stimulated ERK signaling pathway. HEK293-V1b, vasopressin-stimulated pERK AlphaScreen. Potency, µM (series often up to 57.5 µM), inactives show at the top dose activity, negative = inhibition, most hits filed as inhibitors. 72,000 tested, 0.99% active; also: potency is read from the fitted curve at half-maximal effect; % is scaled to controls: 0 for no effect and ±100 for the full control effect; nearly all actives have a fitted effect of over 55% in size
#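 V1b-HEK293 cells; cpd 30 min 37C; 25 nM vasopressin 5 min; lyse 10 min; AlphaScreen beads 5 hr RT. Normalized to DMSO basal and 25 nM vasopressin; AC50 by Hill fit.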
# The depositor's hits bear a star; i = inactive; ? = inconclusive; / = not tested or not shown; [ ] = another dose, or the depositor's remark. Unless noted, calls follow the shape of the dose curve; as a rule, active = well fitted curve in the direction sought with a large enough effect; inconclusive = small, poorly fitted or top-dose-only effect, or another doubt; inactive = no such curve, though single readings can be large; an effect the other way counts as inactive or inconclusive. Only part of the results is shown (hit frequency here may not be typical).
# Order of values – CRE Fsk mod | 4-MU autofl | A350 autofl | Ub-GFP proteasome | Texas Red fluor | Hsp90 Hop PPI | GFP derepression | HBB splicing | Fluorescein autfl | Luciferase inh | ERK AVP block
Cc1cc(-c2ccccc2)nc2[n+]1CCN2C
    ? | 2.02e-07M* | 2.72e-07M* | -0.7% | i | -3.2% | 1.2% | -1.5% | ? | -0.3% | -2.4%
COC(=O)CN1C(=O)C(O)(CC(=O)c2ccc(C)o2)c2ccccc21 (stereo unspecified)
    -12.6% | i | i | -2.1% | i | 1.0% | 0.0% | 0.0% | i | 0.7% | -1.0%
COc1ccc(OC)c(CN2CCCC(C(=O)N3CCCCC3)C2)c1 (stereo unspecified)
    -7.1% | i | i | / | ? | -3.0% | 7.2% | 1.6%[0.369 µM] | i | -0.6% | 3.8%
CCCn1c(-c2ccc(F)cc2)nc2c(N3CCC(N(C)C)C3)nc(C)nc21 (stereo unspecified)
    16.9% | / | / | -3.8% | / | -3.6% | / | -0.2% | / | / | 7.3%
CC(=O)Nc1ccc(NCC(O)COc2ccccc2)cc1 (stereo unspecified)
    / | i | i | / | i | / | -1.5%[20.6 µM] | / | i | -3.5%[25.5 µM] | /
COc1cccc(C(=O)Nc2c3c(nn2-c2cccc(C)c2C)CS(=O)(=O)C3)c1OC
    7.94µM* | i | i | -2.6% | ? | -8.2% | 0.0% | -3.4%[0.369 µM] | i | 1.7% | ?
CC(C(=O)Nc1ccc(C(=O)O)cc1)N1C(=O)c2ccccc2C1=O (stereo unspecified)
    6.0% | i | i | 7.4% | i | -7.8% | 1.2% | 2.5% | i | 1.1% | 4.5%
C#CCN1C(=O)C2C(C(=O)NC)C3C=CC2(O3)C1C(=O)NCc1ccc(OC)cc1 (stereo unspecified)
    -5.2% | i | i | -1.9% | i | -0.9% | -3.7% | -0.2%[57.5 µM] | ? | 1.2% | 1.7%
COc1ccc(N2CCCn3c2nc2c3c(=O)n(CCCc3ccccc3)c(=O)n2C)cc1
    -0.4% | i | i | 0.1% | i | -2.8% | 0.0% | -0.4% | i | 1.2% | -15.1%
O=C(NCc1cccs1)C1CCCN(c2ncccn2)C1 (stereo unspecified)
    3.5% | i | i | -4.5% | i | 1.8% | 10.8% | / | i | -0.8% | -2.9%
CCN(CC)S(=O)(=O)c1ccc2nc(NC(=O)c3cccs3)sc2c1
    -22.0% | ? | ? | 2.3% | i | -1.0% | 6.9% | -2.6% | i | -27.5% | ?
CCCCCc1nc2c(=O)[nH]c3ccccc3c2o1
    7.2% | i | i | 2.8% | i | 1.4% | 2.8% | -0.7% | i | -1.1% | -9.1%
COc1ccc(-n2c(=O)c(CCc3ccccc3)nc3cnc(N4CCNCC4)nc32)cc1
    ? | ? | ? | 3.7% | i | -8.1% | -2.7%[9.22 µM] | -0.9% | i | 0.7%[11.4 µM] | 3.2%
Cc1cc(C(=O)CSc2nnc(-c3cccnc3)n2-c2ccccc2F)c(C)n1C
    ? | i | i | -0.8% | ? | -12.2% | 3.3% | -3.5% | ? | -2.2% | -24.6%
CCCS(=O)(=O)N1CCC(C(=O)NCCN2CCCC2)CC1
    3.1% | i | i | -6.9% | i | 2.4% | 0.0% | -2.3% | ? | 0.4% | 3.0%

# (continued)
# Order of values – CRE Fsk mod | 4-MU autofl | A350 autofl | Ub-GFP proteasome | Texas Red fluor | Hsp90 Hop PPI | GFP derepression | HBB splicing | Fluorescein autfl | Luciferase inh | ERK AVP block
CCn1c(CSc2nnc(C)n2-c2ccccc2)nc2cc(S(=O)(=O)N(C)C)ccc21
    1.0% | i | i | -2.8% | i | 0.1% | -0.6% | 0.0%[57.5 µM] | i | 1.7% | 3.9%
COc1cc(-c2nnn(CC#N)n2)ccc1OCc1ccccc1
    5.8% | i | i | -0.7% | i | -12.5% | 0.2% | / | ? | -5.0% | 37.5%
O=C(CCC(=O)c1cccs1)OCc1nnc(-c2ccccc2)o1
    ? | i | i | -7.5% | ? | 0.6% | 0.0% | -2.8% | ? | -38.0% | -11.3%
COc1ccc(NC(=O)c2oc3ccccc3c2NC(=O)C(C)(C)C)cc1
    6.2% | i | i | -11.1% | i | 5.5% | -2.3% | -0.9% | i | -10.3% | 36.6%[activator]
O=C(Oc1ccccc1)c1ccc2nccnc2c1
    -4.4% | i | i | 0.9% | i | 3.3% | 0.0% | 1.1% | i | -17.8% | 24.2%
COCc1cc(=O)[nH]c(/N=C(\N)Nc2ccc(C)cc2)n1
    12.6µM* | 4.46e-07M* | 5.28e-07M* | 1.0% | i | 2.9% | 1.6% | -1.9% | i | -1.1% | -6.9%
Cc1ccc(N(C(C)C(=O)Nc2ccc(S(=O)(=O)N3CCOCC3)cc2)S(C)(=O)=O)cc1C (stereo unspecified)
    -11.6% | i | i | 2.1% | i | -5.7% | 0.0% | 3.5% | ? | -7.1% | -7.0%
COCC(=O)Nc1ccc(-c2cn3cccnc3n2)cc1
    ? | 6.27e-06M* | 6.33e-06M* | 12.5% | i | -1.9% | -2.1% | -0.7% | i | -17.1% | 7.7%
CCCn1c(SCC(=O)NCc2cccs2)nc2c1c(=O)n(C)c(=O)n2C
    ? | i | i | 1.0% | ? | 1.8% | 0.7% | -0.3%[57.5 µM] | i | 1.4% | -7.1%
CCC(=O)N1CCc2cc(S(=O)(=O)NCCN3CCC(C)CC3)ccc21
    -1.4% | i | i | 2.6% | i | ? | -2.0% | -0.4% | i | 4.6% | 13.5%
Cc1ccc2c(c1)N(CCCC(=O)NCCC1=CCCCC1)C(=O)CO2
    13.7% | i | i | 1.7% | i | 1.0% | 5.9% | 0.5%[57.5 µM] | i | 0.9% | 16.3%
Cc1nnc2sc(-c3ccncc3)nn12
    10.9% | i | i | / | i | -9.6% | -0.5% | 4.6%[0.369 µM] | ? | 0.2% | -20.9%
COC(=O)CSC1=NS(=O)(=O)c2ccccc21
    ? | / | / | 0.0% | / | -0.9% | 21.4% | -1.4% | / | -11.1% | 6.9%
CC(C)Sc1nnc2n(CCc3ccccc3)c(=O)c3c4c(sc3n12)COC(C)(C)C4
    / | i | i | / | i | / | -0.4%[20.6 µM] | / | i | -1.6%[25.5 µM] | /
O=C(NCC1CCCCC1)c1ccco1
    1.1% | i | i | -0.6% | i | -2.4% | 0.0% | 1.3% | i | -2.6% | 3.8%

# Rewritten as tab-separated lines: entries from further up
mol	CRE Fsk mod	4-MU autofl	A350 autofl	Ub-GFP proteasome	Texas Red fluor	Hsp90 Hop PPI	GFP derepression	HBB splicing	Fluorescein autfl	Luciferase inh	ERK AVP block
CCCn1c(SCC(=O)NCc2cccs2)nc2c1c(=O)n(C)c(=O)n2C	?	i	i	1.0%	?	1.8%	0.7%	-0.3%[57.5 µM]	i	1.4%	-7.1%
Cc1ccc(N(C(C)C(=O)Nc2ccc(S(=O)(=O)N3CCOCC3)cc2)S(C)(=O)=O)cc1C (stereo unspecified)	-11.6%	i	i	2.1%	i	-5.7%	0.0%	3.5%	?	-7.1%	-7.0%
O=C(Oc1ccccc1)c1ccc2nccnc2c1	-4.4%	i	i	0.9%	i	3.3%	0.0%	1.1%	i	-17.8%	24.2%
COC(=O)CSC1=NS(=O)(=O)c2ccccc21	?	/	/	0.0%	/	-0.9%	21.4%	-1.4%	/	-11.1%	6.9%

# (listing goes on)
# Order of values – CRE Fsk mod | 4-MU autofl | A350 autofl | Ub-GFP proteasome | Texas Red fluor | Hsp90 Hop PPI | GFP derepression | HBB splicing | Fluorescein autfl | Luciferase inh | ERK AVP block
O=S(=O)(NCC1CCCO1)c1ccc(Cl)c(C(F)(F)F)c1 (stereo unspecified)
    0.0% | i | i | -3.9% | i | ? | 3.7% | -0.8% | i | 3.6% | 36.1%[activator]
C=CCn1c(N)c(C(=O)NC2CCCCC2)sc1=S
    8.6% | i | i | 2.2% | i | -10.3% | -1.7% | -0.6% | i | -1.3% | -12.3%
COC(=O)c1ccc(-c2nc3ccc(C)cc3o2)cc1
    4.5% | 4.21e-08M* | 3.63e-08M* | -1.4% | i | 0.8% | 0.0% | / | ? | ? | 6.3%
CCOC(=O)C1CCCN(C(=O)c2cnn3c(C(F)(F)F)cc(-c4ccccc4)nc23)C1 (stereo unspecified)
    ? | 1.19e-08M* | 1.07e-08M* | -11.8% | i | ? | -2.7% | 0.5% | i | 0.8% | 3.9%
O=S(=O)(c1cnc[nH]1)N1CCCCCC1
    -2.1% | i | i | -3.6% | i | 1.4% | -1.1% | 0.6% | i | 2.7% | 17.0%
Cc1sc2nc(C3CC3)nc(SCC(=O)NCc3ccco3)c2c1C
    ? | i | i | -2.0% | i | -3.1% | 0.0% | 1.7% | ? | -3.9% | -12.0%
Cc1[nH]n(C(N)=S)c(=O)c1C(c1ccccc1)C(C#N)C#N (stereo unspecified)
    -14.5% | i | i | -0.1% | i | ? | 21.8% | 0.3%[57.5 µM] | i | -7.5% | -10.0%
